From PubChem
DRD3 agonist: activates the human D3 dopamine receptor. P35462. D3R DiscoveRx beta-arrestin cells, luminescence, 90 min. max activation, %. hit rate 0.58% among 410,000. AID 652048; in the data active = max activation above about 30%; also: 0% is about no effect; mostly tested at two doses, the higher about 12 µM
Target sequence (P35462 whole entry, looked up): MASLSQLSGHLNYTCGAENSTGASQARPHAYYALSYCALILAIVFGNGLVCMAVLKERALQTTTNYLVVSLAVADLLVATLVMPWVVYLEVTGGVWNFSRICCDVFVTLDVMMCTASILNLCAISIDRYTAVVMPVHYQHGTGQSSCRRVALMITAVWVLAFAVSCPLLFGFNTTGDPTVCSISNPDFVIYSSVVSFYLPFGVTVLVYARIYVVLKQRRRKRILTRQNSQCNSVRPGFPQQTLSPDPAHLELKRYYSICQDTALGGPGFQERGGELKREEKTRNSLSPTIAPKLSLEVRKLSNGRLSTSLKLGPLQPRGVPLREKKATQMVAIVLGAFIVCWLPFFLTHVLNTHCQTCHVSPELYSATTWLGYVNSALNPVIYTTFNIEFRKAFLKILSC
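Agonist mode: compounds and dopamine controls were applied to plated cells for 90 min at 37 degrees C after an overnight attachment at 1500 cells/well. Luminescent read-out followed 30 - 60 minutes at room temperature with DiscoveRx detection reagent.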
Abeta yeast res: compounds reversing amyloid beta toxicity in yeast | yeast expressing A-beta42, growth rescue, OD600, 48 h; response scale: 0% DMSO, 100% iron-clioquinol control | Potency, µM (doses to about 46.1 µM), for the others: top-dose growth rescue, usual class: activators | hit rate 0.063% among 410,000; also: potency is read from the fitted curve at half-maximal effect; nearly all actives have a fitted effect of over 55% in size
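Yeast A-beta toxicity model in growth medium with pinned compounds, 48 h at 30 C; growth read as absorbance at 600 nm. Normalized to FeCl3/clioquinol equimolar mix (positive) and DMSO (negative).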
aSyn rescue: inhibitors of alpha-synuclein toxicity in yeast. Yeast expressing alpha-synuclein, growth rescue, BacTiter-Glo, 24 h. Potency, µM (top dose mostly 46.1 µM), for the others: top-dose growth rescue (activation), most hits filed as activators. hit rate 0.14% among 370,000. AID 652106; also: potency is read from the fitted curve at half-maximal effect; % of control where 0% means no effect; nearly all actives have a fitted effect of over 65% in size
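Rescue of yeast growth: cells expressing toxic alpha-synuclein, induced in galactose at OD600 0.02, incubated with compound 24 h at 30 C. ATP luminescence quantified growth; inhibitors of toxicity appear as activators.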
EPAC2 antagonist: antagonists of human EPAC2; Q8WZA2; EPAC2 GEF exchange of Rap1B-BODIPY-GDP, fluorescence; Potency, µM (titrated, usually from 114 µM), without a hit: at the highest dose activity, negative = inhibition, usual class: inhibitors; hit rate 0.18% among 360,000; AID 720708; also: potency is read from the fitted curve at half-maximal effect; % is scaled to controls: 0 for no effect and ±100 for the full control effect; nearly all actives have a fitted effect of over 45% in size; many of its hits are not listed in these tables
EPAC2 ag: activates human EPAC2 exchange factor; Q8WZA2; EPAC2 activation, biochemical qHTS; response scale: 100% = 6.5 mM cAMP response; Potency, µM (highest dose often 154 µM), for inactives: at the top dose activation, actives largely listed as activators; hit rate 0.079% among 360,000; also: potency is read from the fitted curve at half-maximal effect; nearly all actives have a fitted effect of over 50% in size
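Exchange assay: 100 nM EPAC2 with 250 nM Rap1B-BODIPY-GDP and 50 uM GDP. Fluorescence (ex 480/em 540 nm) read every 5 min for 30 min at room temperature. Data normalized to 6.5 mM cAMP as agonist control.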
DRD3 antagonist: D3 dopamine receptor (human) antagonism | hit rate 2.5% among 360,000 | max response, negative = inhibition, % | P35462 | D3R cells, DiscoveRx beta-arrestin luminescence, antagonist mode; hits give low values | AID 652054; in the data active = max response below about -50%; inconclusive = no clear call, values can overlap the other calls; also: % is scaled to controls: 0 for no effect and ±100 for the full control effect; mostly tested at two doses, the higher about 12 µM
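Cells expressing the human receptor were seeded at 1500 cells/well, incubated overnight at 37 degrees C in 5% CO2, then exposed to library compounds with dopamine controls for 90 minutes at 37 degrees C before luminescent detection.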
TDP43 rescue: rescues yeast growth from TDP-43 toxicity | TDP-43 expressing yeast growth rescue, BacTiter-Glo, 24 h | Potency, µM (doses to about 46.1 µM), inactives show top-dose growth rescue (activation), hits mostly activators | hit rate 1.8% among 410,000; also: potency is read from the fitted curve at half-maximal effect; % of control where 0% means no effect; nearly all actives have a fitted effect of over 50% in size
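Yeast cells expressing TDP-43 under galactose induction are exposed to compounds for 24 hr at 30 deg C. BacTiter-Glo luminescence measures growth, so protective compounds score as activators.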
FUS yeast rescue: FUS proteinopathy suppression in yeast; S. cerevisiae FUS-expressing, growth rescue, OD600, 24 h; Potency, µM (series often up to 76.6 µM), for the others: top-dose growth rescue (activation), actives largely listed as activators; hit rate 0.24% among 390,000; AID 1347120;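 also: potency is read from the fitted curve at half-maximal effect; plate controls were DMSO vehicle for no effect and reference control for full effect; nearly all actives have a fitted effect of over 55% in size; some results filed as inactive show a strong effect at the top dose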
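Steps: raffinose overnight preculture; dilution to OD 0.005 in 2% galactose minimal medium; compound addition (concentration series); 24hr at 30C, 99% humidity; absorbance read at 600 nm.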
* hit, by the source's call; ? = inconclusive; · = not tested or not shown; & = joins results of further samples; ! = not confirmed by another sample; [ ] = another dose, or the depositor's remark. Unless noted, calls follow the shape of the dose curve; as a rule, active = well fitted curve in the direction sought with a large enough effect; inconclusive = small, poorly fitted or top-dose-only effect, or another doubt; inactive = no such curve, though single readings can be large; an effect the other way counts as inactive or inconclusive. Not all compounds are listed; rates above refer to the full screens.

SMILES	DRD3 agonist	Abeta yeast res	aSyn rescue	EPAC2 antagonist	EPAC2 ag	DRD3 antagonist	TDP43 rescue	FUS yeast rescue
CCN(CC)C1CCN(C(=O)CCn2nnnc2CN2CCOCC2)C1 (stereo unspecified)	-4	5%	6%	-2%	1%	-6	-9%	·
O=c1cc[nH]c2c1ccc1cccnc12	-46	8%	-3%	3%	-5%	1	-7%	-14%
Cc1nc(SCc2ccc([N+](=O)[O-])cc2)n[nH]1	-1	2%	-5%	-2%	4%	-12	12%	1%
N#Cc1ccccc1NC(=O)C(=O)NCC(c1ccc2c(c1)OCO2)N1CCOCC1 (stereo unspecified)	-12	-20%	·	·	·	·	14%	3%
Cc1ccc(S(=O)(=O)N(C)c2ccccc2C(=O)Nc2ccc3c(c2)OCCO3)cc1	5	19%	10%	-7%	11%	-6	?	30%
Cc1c(C(=O)NCc2ccccc2Br)oc2c1-c1[nH]ncc1CC2	-2	5%	·	·	·	·	?	39%
O=C(CSc1ncn[nH]1)Nc1nc(-c2cccc([N+](=O)[O-])c2)cs1	11	-4%	0%	-1%	3%	-5	-1%	16%
Cc1c(C(=O)NCc2ccccc2)oc2c1-c1[nH]ncc1CC2	12	-4%	·	·	·	·	23%	11%
CCN1CCN(Cc2ccc(NC(=O)c3cc(NC(=O)c4cc5cccc(OC)c5o4)cc(OC)c3)cc2C(F)(F)F)CC1	-10&-60	-44%&0%[inhibitor]	-9%&-5%	3%&3%	13%&5%	-58*	?	?
Cc1ccc(NC(=O)COC(=O)c2ccccc2Cl)cc1S(=O)(=O)N(C)C	12	0%	0%	-4%	13%	-3	0%	18%
CC(C)NC(=O)N(C)C[C@H]1Oc2ccc(NC(=O)CCC(F)(F)F)cc2C(=O)N([C@H](C)CO)C[C@@H]1C	2	0%	-6%	6%	-11%	22	2%	3%
CCCC(=O)Nc1ncnc2c1ncn2[C@@H]1O[C@@H]2OP(=O)(O)OC[C@H]2[C@H]1OC(=O)CCC	-6	-16%	-3%	5%	4%	-2	-2%	-45%
CC1(C)CC(=O)C2=C(C1)OC1=C(C(=O)CC(C)(C)C1)C2c1ccc(O)cc1O	-20	9%	16%	-2%	8%	15	5%	30%
COc1cc(C(=O)O/N=C(\N)c2ccccn2)cc(OC)c1OC	2	-11%	-1%	-6%	9%	3	?	9%
Cc1cc(F)ccc1S(=O)(=O)N1CCCOC1CNC(=O)C(=O)NCC(C)C (stereo unspecified)	2	19%	-3%	19%	-3%	16	20%	18%
COc1ccc(NS(=O)(=O)c2ccc3c(c2)N(C(C)=O)CCO3)c(OC)c1	-2	-1%	-1%	-1%	5%	-12	-7%	-15%
COc1ccc(NC(=O)c2sc(=O)n(Cc3ccc4ccccc4c3)c2C)cc1OC	6	-9%	-6%	1%	6%	34	9%	-6%
CN(C)c1ccc(CNS(=O)(=O)c2ccc3c(c2)NC(=O)CS3)cc1	-8	-4%	2%	0%	1%	0	-5%	30%
Cc1ccccc1N=C(NO)c1nonc1N	17	-30%	-5%	-10%	9%	-3	-3%	0%
CC(=O)Nc1ccc(NCCc2cccs2)cc1	5	-2%	-3%	-3%	2%	9	0%	15%
Cc1ccc(Cn2c(SC(C)C(N)=O)nc3ccccc3c2=O)cc1 (stereo unspecified)	11	5%	4%	-14%	1%	-6	-6%	-16%
Cc1cccc(N2CCN(C(=O)/C=C/c3ccco3)CC2)c1C	1	-7%	9%	-5%	10%	-8	?	15%
O=C(NCc1cccc(F)c1)C1CCN(c2nn3cc(-c4ccc(F)cc4)nc3s2)CC1	6	-8%	·	·	·	·	15%	7%
COc1ccc(CNC(=O)C2(CC(=O)NC(C)(C)C)CCCC2)cc1	1	12%	-3%	16%	-1%	7	11%	-26%
CC(NC(=O)CSc1nc2c(cc1C#N)CN(C)CC2)c1ccccc1 (stereo unspecified)	9	-76%[inhibitor]	-23%	-1%	-11%	-7	29%	?
O=C(CNS(=O)(=O)N1CCOCC1)N/N=C/c1cccnc1	-11	6%	-4%	-11%	10%	-27	-15%	14%
CCOC(=O)c1c(N)n(-c2cccc(C)c2C)c2nc3ccccc3nc12	7	-6%	·	·	·	·	15%	-20%
CCOCCCNC(=O)CSc1nnc(-c2ccc(S(=O)(=O)N3CCCC3)cc2)n1C	-16	6%	0%	-2%	10%	13	4%	10%
CCOc1ccccc1C1CC(=O)Nc2c1c(=O)n(C)c(=O)n2C (stereo unspecified)	-8	1%	2%	-2%	11%	-15	11%	-26%
C=CCC(CC=C)(NC(=O)c1ccccc1)c1ccccc1	3	9%	-2%	8%	1%	17	10%	-21%
O=C(C1CCN(c2ncnc3c2nc2n3CCCCC2)CC1)N1CCN(c2ccc(F)cc2)CC1	48*!	-24%&0%	?	16%	16%	0	?	-2%&9%
CCCOC(=O)c1c(NC(=O)/C=C/c2cnn(C)c2C)sc(C(=O)OCC)c1C	20	-2%	-1%	-6%	-31%[inhibitor]	36	-6%	26%
Cc1nc2nc(CNC(=O)OC(C)(C)C)nn2c(C)c1CCC(=O)Nc1ccc2c(c1)OCO2	0	9%	4%	-2%	3%	-2	-7%	11%
CCOC(=O)c1c(NC(=O)CSc2nnnn2CC)sc(C)c1C	2	-14%	18%	-8%	-4%	23	9%	10%
c1ccc2c(-c3nn4nnnc4c4ccccc34)cccc2c1	0	-17%	2%	8%	-2%	-1	19%	-22%
O=C(c1ccc(F)cc1)C1CCN(C(=O)Nc2ccc(F)cc2F)CC1	-6	1%	3%	-11%	3%	-3	24%	9%
CCCCCC(O)(c1ccc(OC)cc1)C(CN1CCOCC1)c1ccccc1 (stereo unspecified)	2	6%	4%	-25%	9%	-18	-18%	29%
O=S(=O)(NCC1CCN(c2ccc(S(=O)(=O)N3CCOCC3)cc2)CC1)c1ccccc1	28	5%	-3%	6%	7%	3	14%	17%
Cc1cc(C)c(CN2CCC(CO)(CCOc3ccccc3)CC2)cc1C	-20	6%	2%	2%	4%	?	-13%	-7%
CCc1ccc2c(c1)NC(=O)C2(C)Cc1ccc(C(F)(F)F)o1 (stereo unspecified)	-4	26%	?	20µM*	-10%	11	-4%	4%

Just DRD3 agonist and aSyn rescue, for some of the entries so far:
smiles,DRD3 agonist,aSyn rescue
Cc1c(C(=O)NCc2ccccc2Br)oc2c1-c1[nH]ncc1CC2,-2,·
O=C(CSc1ncn[nH]1)Nc1nc(-c2cccc([N+](=O)[O-])c2)cs1,11,0%

Look-ups from above.
For Abeta yeast res, Cc1c(C(=O)NCc2ccccc2Br)oc2c1-c1[nH]ncc1CC2 shows 5%
For DRD3 agonist, COc1cc(C(=O)O/N=C(\N)c2ccccn2)cc(OC)c1OC shows 2
For DRD3 agonist, O=C(C1CCN(c2ncnc3c2nc2n3CCCCC2)CC1)N1CCN(c2ccc(F)cc2)CC1 shows 48*!
For EPAC2 antagonist, CCN1CCN(Cc2ccc(NC(=O)c3cc(NC(=O)c4cc5cccc(OC)c5o4)cc(OC)c3)cc2C(F)(F)F)CC1 shows 3%&3%
For DRD3 agonist, CC1(C)CC(=O)C2=C(C1)OC1=C(C(=O)CC(C)(C)C1)C2c1ccc(O)cc1O shows -20

(next part)
SMILES	DRD3 agonist	Abeta yeast res	aSyn rescue	EPAC2 antagonist	EPAC2 ag	DRD3 antagonist	TDP43 rescue	FUS yeast rescue
COC(=O)c1cn(NC(=O)c2ccc(F)cc2)c(=O)c2ccccc12	1	5%	2%	-7%	5%	-1	-4%	13%
O=C(Nc1ccc2nc(-c3ccco3)c(-c3ccco3)nc2c1)NC1CC1	1	4%	-5%	13%	6%	15	14%	?
C=CCNc1nc(-c2cccs2)c(CC(=O)O)s1	17	24%	10%	3%	-1%	2	-7%	-12%
O=C(Nc1cccc(S(=O)(=O)NC2=NCCC2)c1)c1ccc(OC(F)F)cc1	-3	-6%	-6%	-9%	5%	-12	1%	18%
CCOc1ccc(NS(=O)(=O)c2ccc(C(=O)N(CC)CC(=O)NCc3cccs3)cc2)cc1	5	18%	-6%	4%	16%	-4	2%	20%
O=c1[nH][nH]c(C(F)(F)F)c1C=NCc1cccs1	0	-3%	-12%	-10%	-2%	-6	-6%	-29%
N=c1n(CCN2CCCCC2)c2ccccc2n1CC(O)COc1ccccc1 (stereo unspecified)	-3&0	9%&5%	2%	6%	22%	-3	11%&-1%	?
O=C(COC(=O)Cn1[nH]c(=O)c2ccccc2c1=O)NNC(=O)c1ccccc1	-2	-4%	-8%	2%	-1%	-11	5%	-5%
CCOc1ccc(C(C)=O)cc1CN1C(=O)C(=O)N(CC)C1=O	2	0%	-5%	-2%	-6%	12	-11%	28%
Cc1cc(C=O)c(C)n1-c1ccc(N2CCOCC2)cc1	-1	24%	-3%	4%	11%	4	-5%	8%
CCSc1nc(-c2ccc(OC)cc2)cc(-c2ccccc2)c1C#N	1	7%	14%	10%	4%	15	-21%	15%
COc1ccc(C2(NC(C)=O)CCN(C(=O)CCC(=O)O)CC2)cc1	10	4%	4%	8%	-8%	-19	5%	6%
CC(=O)N1CCN(S(=O)(=O)c2ccc3c(c2)CCC(=O)N3)CC1	-10	1%	-1%	3%	0%	4	-15%	-22%
O=C(CN1C(=O)C2CCCCC2C1=O)Nc1nc(-c2ccccn2)cs1 (stereo unspecified)	-10	5%	-8%	4%	-2%	-7	-9%	2%

For reference, some entries already given:
SMILES	DRD3 agonist	Abeta yeast res	aSyn rescue	EPAC2 antagonist	EPAC2 ag	DRD3 antagonist	TDP43 rescue	FUS yeast rescue
O=c1cc[nH]c2c1ccc1cccnc12	-46	8%	-3%	3%	-5%	1	-7%	-14%
Cc1nc(SCc2ccc([N+](=O)[O-])cc2)n[nH]1	-1	2%	-5%	-2%	4%	-12	12%	1%
N#Cc1ccccc1NC(=O)C(=O)NCC(c1ccc2c(c1)OCO2)N1CCOCC1 (stereo unspecified)	-12	-20%	·	·	·	·	14%	3%
Cc1ccc(S(=O)(=O)N(C)c2ccccc2C(=O)Nc2ccc3c(c2)OCCO3)cc1	5	19%	10%	-7%	11%	-6	?	30%
